bovine MsrA act = activates bovine MsrA enzyme; 360,000 compounds, 0.3% hits; activation, % at 10.6 µM; purified bovine MsrA, absorbance read-out; in the data active = activation above about 7.5%;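 note: 0% = vehicle and 100% = reference activator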
Scp-1 inhibitor = blocks human Scp-1 phosphatase activity. Q9GZU7. Recombinant Scp1, phosphopeptide, malachite green phosphate absorbance. inhibition, % at 20 µM. 340,000 compounds, 0.88% hits;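 active = inhibition above about 50% at 20 µM, limit read from the data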;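 note: plate controls were DMSO wells with enzyme for no effect and wells lacking enzyme for full effect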
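Times: enzyme reaction 45 min at room temperature, colour 5 min, stabilisation 30 min. Material: SCP-1 catalytic fragment, aa 76-261. Medium: Acidic Tris acetate buffer with magnesium and detergent. Signal: colorimetric free-phosphate detection, absorbance 630 nm. Read-out basis: % inhibition of SCP-1 phosphate liberation. Reagent: Phosphorylated 17-residue peptide substrate.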
CendR NRP1 mod = modulators of CendR peptide binding to human neuropilin-1; FAM-RPARPAR peptide binding to NRP-1, fluorescence polarization; inhibition, % at 25 µM; 360,000 compounds, 0.85% hits;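 active = inhibition or corrected inhibition above about 18%, plus a signal ratio from 0.5 to 1.5, limit read from the data, passing the limit was not always enough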; note: strong numbers were not always called active
MsrA inh = inhibits bovine methionine sulfoxide reductase A; purified bovine MsrA, absorbance read-out; inhibition, % at 15.5 µM; 360,000 compounds, 0.75% hits; AID 651718; in the data active = inhibition above about 4.5%;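 note: 0% = vehicle wells with enzyme and 100% = reference inhibitor wells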
STEP block = blocks human striatal-enriched tyrosine phosphatase | recombinant STEP, OMFP fluorogenic substrate, fluorescence | inhibition, % at 20 µM | 360,000 compounds, 0.25% hits | AID 588621;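 active = inhibition at 20 µM, scaled per plate between control wells, above about 37%, limit read from the data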;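 note: 0% = DMSO with enzyme and substrate and 100% = substrate only without enzyme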
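Assay system: isolated STEP enzyme. Buffer or medium: pH 6.0 Bis-Tris with DTT and Tween 20. Also added: fluorogenic phosphatase substrate OMFP at 25 µM final. Dosing: 20 µM, 1% DMSO. Timing: 20 min reaction, room temperature, in the dark. Measured by: fluorescence intensity, excitation 480 nm, emission 540 nm. Evaluation: normalized % inhibition.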
TbMetRS inhib = Trypanosoma brucei MetRS inhibition | inhibition, % at 11.9 µM | purified T. brucei MetRS, ATP depletion, Kinase-Glo luminescence | 360,000 compounds, 0.4% hits;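 active = inhibition above a per-plate cutoff of the control wells' mean inhibition plus 3 SD, cut at about 5.5% in these data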;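 note: 0% = DMSO wells median and 100% = median of wells with control inhibitor compound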
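Measured by: Kinase-Glo luciferase luminescence reporting remaining unconsumed ATP. Material: purified T. brucei MetRS enzyme. Doses: 11.9 µM compound single dose, 0.9% DMSO. Medium: HEPES buffer containing pyrophosphatase, BSA, spermine, DTT. Times: 15 min preincubation, 2 h reaction, all 25 °C. Reagent: methionine, ATP and bulk E. coli tRNA.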
eLon inh = inhibitors of E. coli Lon protease. P0A9M0. purified E. coli Lon protease, fluorescence polarization. inhibition, % at 7.94 µM. 360,000 compounds, 0.42% hits. AID 602123; in the data active = inhibition above about 13%, passing the limit was not always enough;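 note: 0% = enzyme with probe and DMSO and 100% = no enzyme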
LMPTP block = LMPTP (human) inhibition. P24666. recombinant LMPTP-A, OMFP fluorogenic substrate, fluorescence intensity. inhibition, % at 20 µM. 360,000 compounds, 0.22% hits. AID 651560;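 active = compounds that cut the enzyme signal by at least half of the control window in the single-dose screen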;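 note: plate controls were DMSO wells with enzyme plus substrate for no effect and substrate without enzyme for full effect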
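Test system – LMPTP-A enzyme · Amount – LMPTP-A at 0.625 nM final in the reaction · Buffer or medium – Bis-Tris pH 6.0, DTT, detergent · Reagent – OMFP 400 µM · Doses – single 20 µM dose · Schedule – reaction 50 min, room temperature, dark · Detection – fluorescence intensity of OMFP turnover product · Evaluation – percent inhibition versus substrate-only and uninhibited controls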
DNMT1 block = DNMT1 (human) enzyme inhibition | 360,000 compounds, 0.83% hits | DNMT1 molecular beacon, Hinp1I cleavage, fluorescence | P26358 | AID 588458 | inhibition (reported as % activation of signal), % at 10 µM; in the data active = inhibition above about 50%
Target sequence (P26358 504-1616 limits assumed): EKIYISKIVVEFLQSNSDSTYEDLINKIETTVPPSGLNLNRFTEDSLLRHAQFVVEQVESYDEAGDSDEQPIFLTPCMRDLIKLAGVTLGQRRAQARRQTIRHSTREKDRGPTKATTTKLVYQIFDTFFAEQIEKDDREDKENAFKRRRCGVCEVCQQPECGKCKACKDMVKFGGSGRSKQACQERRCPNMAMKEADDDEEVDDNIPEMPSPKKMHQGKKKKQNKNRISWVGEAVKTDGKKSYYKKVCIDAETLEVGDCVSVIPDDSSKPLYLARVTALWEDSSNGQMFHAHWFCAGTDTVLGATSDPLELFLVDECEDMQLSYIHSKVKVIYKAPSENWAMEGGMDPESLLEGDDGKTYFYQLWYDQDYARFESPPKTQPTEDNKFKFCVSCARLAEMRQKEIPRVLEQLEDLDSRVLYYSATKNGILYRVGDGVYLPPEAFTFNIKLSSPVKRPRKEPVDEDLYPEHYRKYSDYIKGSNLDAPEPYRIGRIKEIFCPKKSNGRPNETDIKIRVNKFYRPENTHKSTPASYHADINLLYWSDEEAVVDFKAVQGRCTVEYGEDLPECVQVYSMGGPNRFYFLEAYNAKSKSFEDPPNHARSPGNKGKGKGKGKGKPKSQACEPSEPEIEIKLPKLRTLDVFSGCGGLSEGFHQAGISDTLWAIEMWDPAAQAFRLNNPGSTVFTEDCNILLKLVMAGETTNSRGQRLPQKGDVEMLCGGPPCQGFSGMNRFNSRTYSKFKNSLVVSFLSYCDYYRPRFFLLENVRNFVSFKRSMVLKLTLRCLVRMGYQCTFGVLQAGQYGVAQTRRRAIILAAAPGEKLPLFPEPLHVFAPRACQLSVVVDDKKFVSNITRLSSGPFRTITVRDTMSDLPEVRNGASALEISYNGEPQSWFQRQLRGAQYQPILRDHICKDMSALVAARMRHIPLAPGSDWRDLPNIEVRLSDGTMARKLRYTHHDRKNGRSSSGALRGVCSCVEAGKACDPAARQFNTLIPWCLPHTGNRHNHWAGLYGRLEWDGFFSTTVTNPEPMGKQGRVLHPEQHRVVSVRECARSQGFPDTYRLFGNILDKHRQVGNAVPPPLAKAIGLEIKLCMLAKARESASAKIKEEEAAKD
SUMO1-SIM PPI = modulators of human SUMO1-mediated protein-protein interactions; 360,000 compounds, 0.33% hits; SUMO1 binding to a labelled peptide, TR-FRET, 1 h; AID 602429; inhibition, % at 20 µM; P63165; in the data active = inhibition above about 37%
The depositor's hits bear a star; nt = no result given.

molecule,bovine MsrA act,Scp-1 inhibitor,CendR NRP1 mod,MsrA inh,STEP block,TbMetRS inhib,eLon inh,LMPTP block,DNMT1 block,SUMO1-SIM PPI
CCOC(=O)C1=C(C)NC(=O)NC1c1ccc([N+](=O)[O-])o1 (stereo unspecified),-2,-16,-2,0.7,-2,0.5,-2,-0.3,3,-20
CC(=O)c1ccc(NC(=O)CCSCCC(=O)Nc2ccc(C(C)=O)cc2)cc1,-11,-13,-1,-0.1,-2,-0.4,1,-1.2,-3,-4
CC1CCCC(NC(=O)c2cccc(S(=O)(=O)N3CCN(c4ccccc4)CC3)c2)C1C (stereo unspecified),-3,-6,-7,-1.1,-1,-0.2,-7,1.2,4,-3
CCOC(=O)c1cnn(-c2ccccc2)c1-n1cccc1C(=O)C(=O)Nc1ccc(OC)cc1,-9,-7,-3,1.6,-2,-1.8,-3,2.2,-2,-9
Cn1/c(=N/NC(=O)c2ccccc2Br)sc2ccccc21,-4,-3,9,0.1,-4,0.9,-4,0.3,1,2
Cc1cnc(CN(C)C(=O)C2CCC(=O)N(CCc3cccc(F)c3)C2)[nH]1 (stereo unspecified),-3,-3,6,0.3,-1,-0.4,0,-0.8,2,1
O=C(O)c1ccccc1C(=O)Nc1ccc(S(=O)(=O)NC2CCCCC2)cc1,-3,0,10,0.7,2,-0.2,5,-0.3,-3,2
COc1ccccc1NC(=O)N1CCCC1C(=O)NC1CCCCC1 (stereo unspecified),-1,0,-2,-1.2,-3,-1.6,-1,0.0,0,-1
Cc1cc(C)cc(NC(=O)C2C3C=CC4(O3)C2C(=O)N(CCCN2CCCCC2)C4C(=O)NC2CCCCC2)c1 (stereo unspecified),-4,-6,7,-1.1,-3,-1.1,2,-1.6,3,-4
COc1cc(NC(=O)Cn2ccsc2=N)c(C)cc1[N+](=O)[O-],1,-7,-4,0.2,-1,0.6,14,3.9,-5,-13
COc1ccc(S(=O)(=O)N2CCN(C(=O)/C=C/c3ccco3)CC2)cc1,-2,36,-29,-1.2,3,-0.3,-10,3.5,6,-2
CN(C(=O)C1CCCN(S(=O)(=O)c2cccc([N+](=O)[O-])c2)C1)C1CCS(=O)(=O)C1 (stereo unspecified),0,-5,-2,0.0,2,-0.6,-1,-0.2,0,-13
CC1CC(c2ccccc2)n2nc(NC(=O)c3ccco3)nc2N1 (stereo unspecified),3,0,1,0.0,1,-0.6,-7,0.1,0,8
CSc1ncc(CO)n1Cc1ccccc1,-3,-7,2,1.9,-5,-0.2,4,-1.4,-5,-2
COc1ccc(C)c2sc(N(CCCN(C)C)C(=O)c3ccc4c(c3)OCCO4)nc12,-3,0,15,-1.2,1,-0.3,-13,0.3,-1,-1
CN(C)CCN(C(=O)c1cccc2ccccc12)c1nc2cc3c(cc2s1)OCO3,-4,0,3,0.3,1,-0.5,-11,-2.3,1,-6
O=C(COC(=O)C12CC3CC(CC(C3)C1)C2)N1CCN(S(=O)(=O)c2ccccc2)CC1,-11,-4,-14,1.0,2,-1.4,2,0.3,-1,-1
COC(=O)C1=C(C)NC(=O)NC1c1ccccc1Cl (stereo unspecified),-10,4,-24,1.6,0,-1.1,-8,-2.7,-1,4
CN(C(=O)COC(=O)CNS(=O)(=O)/C=C/c1ccccc1)C1CCS(=O)(=O)C1 (stereo unspecified),3,-5,4,1.5,-3,-0.1,14,-0.9,-2,-3
CCC(=O)Nc1ccccc1C(=O)OCC(=O)Nc1ccc(S(N)(=O)=O)cc1,-3,-3,-9,-0.8,3,-0.8,-5,-0.7,-1,4
C/C(=N\N(c1ccccc1)c1ccccc1)c1ccc(N)cc1,-4,-5,15,0.2,2,-0.1,5,4.3,-4,1
COc1ccc(NS(=O)(=O)c2ccc(C)c(NC(=O)CNC(=O)c3ccco3)c2)cc1,-1,-7,0,1.8,0,-0.1,-12,0.3,0,0
CC(C)n1cnnc1SCC(=O)Nc1ccc(N2CCCCC2)cc1,-2,-11,-1,-0.5,0,0.0,-9,-0.6,1,0
CCn1c(C)cc(/C=C2\NC(=O)N(Cc3ccc(Cl)cc3)C2=O)c1C,-11,-3,-38,2.4,-4,-0.7,-15,1.2,-7,-6

An excerpt from above in order of SMILES length, smallest number first:
molecule,bovine MsrA act,Scp-1 inhibitor,CendR NRP1 mod,MsrA inh,STEP block,TbMetRS inhib,eLon inh,LMPTP block,DNMT1 block,SUMO1-SIM PPI
CC(C)n1cnnc1SCC(=O)Nc1ccc(N2CCCCC2)cc1,-2,-11,-1,-0.5,0,0.0,-9,-0.6,1,0
CCn1c(C)cc(/C=C2\NC(=O)N(Cc3ccc(Cl)cc3)C2=O)c1C,-11,-3,-38,2.4,-4,-0.7,-15,1.2,-7,-6
CN(C(=O)COC(=O)CNS(=O)(=O)/C=C/c1ccccc1)C1CCS(=O)(=O)C1 (stereo unspecified),3,-5,4,1.5,-3,-0.1,14,-0.9,-2,-3
O=C(COC(=O)C12CC3CC(CC(C3)C1)C2)N1CCN(S(=O)(=O)c2ccccc2)CC1,-11,-4,-14,1.0,2,-1.4,2,0.3,-1,-1

New compounds follow:
molecule,bovine MsrA act,Scp-1 inhibitor,CendR NRP1 mod,MsrA inh,STEP block,TbMetRS inhib,eLon inh,LMPTP block,DNMT1 block,SUMO1-SIM PPI
COc1ccc(C(=O)NCCc2cc3ccc(C)c(C)c3[nH]c2=O)cc1OC,-1,-4,8,0.4,-2,-0.6,1,-2.1,-4,3
CCOC(=O)CSc1nnc(CNC(=O)c2cccc(C)c2)n1C,-1,5,-2,-1.1,0,-0.2,-1,-1.2,-1,5
COc1ccc(-c2csc3[nH]c(=S)n(-c4ccccc4)c(=O)c23)cc1OC,-8,-7,-6,2.5,5,-0.8,-8,-0.7,-2,2
CCc1nccn1CCC(=O)N1CCCC(N2CCN(c3ccccc3F)CC2)C1 (stereo unspecified),-3,-2,8,0.6,0,0.0,-5,1.1,1,2
CCCCCCN1CCN(C2CN(Cc3cn(Cc4ccc(F)cc4)nn3)S(=O)(=O)C2)CC1 (stereo unspecified),0,nt,8,-0.6,nt,0.9,2,0.6,nt,0
COc1ccc(S(=O)(=O)N2CCC(C(=O)Nc3nccs3)CC2)cc1,-5,-9,16,0.6,-5,0.5,8,0.5,0,1
Cn1c(=O)c2c(nc(Br)n2CCSc2nc3ccccc3o2)n(C)c1=O,-3,-5,-2,0.2,1,-0.5,1,-1.2,-2,2
CC(Sc1nc(N)c(NC(=O)c2ccc(Br)o2)c(=O)[nH]1)C(=O)O (stereo unspecified),-3,-5,16,0.1,2,-0.2,6,-1.8,1,5

(list continues)
Screens in order: bovine MsrA act | Scp-1 inhibitor | CendR NRP1 mod | MsrA inh | STEP block | TbMetRS inhib | eLon inh | LMPTP block | DNMT1 block | SUMO1-SIM PPI
> Cc1sc(NC(=O)c2cccnc2)nc1-c1ccccc1
→ -3 | -4 | -10 | 2.0 | 12 | -0.2 | 4 | 1.9 | -2 | -9
> O=C(Nc1nccs1)C1CC(=O)N(c2ccccc2)C1 (stereo unspecified)
→ -3 | -4 | 8 | 0.6 | 1 | -0.6 | 3 | -1.0 | 3 | 7
> CCC(C)NC(=O)c1ccc(NC(=O)CC2SC(N3CCCCC3)=NC2=O)cc1 (stereo unspecified)
→ -3 | -5 | 7 | -0.5 | -2 | -0.5 | -2 | -1.5 | 0 | -1
> Cc1cc(-c2nnnn2-c2ccc(C(F)(F)F)cc2)no1
→ -1 | -4 | -3 | 0.0 | -2 | -0.1 | -8 | -0.3 | -2 | 1
> CCCCCC(=O)Nc1cc(N(C)C)nc2ccccc12
→ -3 | -7 | -2 | 0.7 | 2 | -0.3 | -1 | 4.5 | -1 | 3
> CC1(C)CC(Cc2ccc(C(=O)c3ccccc3)cc2)N(C(=O)OC(C)(C)C)N1 (stereo unspecified)
→ 0 | nt | -7 | 0.9 | 1 | -1.4 | -6 | -0.1 | -1 | -3
> Cn1c2ccccc2c2cc(/C=N/NC(=O)c3cc(O)ccc3O)ccc21
→ -5 | 59* | 18 | 2.1 | 34 | 0.6 | 5 | 43 | 46 | 34
> N#C/C(=C\c1ccccc1)C(=O)NCCN1CCOCC1
→ -2 | 0 | -4 | 0.1 | -7 | -1.0 | -1 | -2.2 | 0 | -10
> CC(C)OCCCNC(=O)CN1C(=O)CC(C)(C)S(=O)(=O)c2ccccc21
→ 0 | -4 | -10 | 0.0 | -2 | -1.6 | -3 | 0.3 | 2 | -3
> CCc1ccccc1N(CC(=O)NCc1ccco1)C(=O)CCC(=O)Nc1nccs1
→ -3 | -4 | 10 | -0.5 | -3 | -0.4 | 2 | -0.8 | 2 | 3
> CC(C)(C)S(=O)(=O)/C(C#N)=C/c1cccn1S(=O)(=O)c1ccccc1
→ -2 | nt | 4 | 3.3 | -1 | 0.6 | 3 | 0.7 | -4 | -19

Profiles, looked up by structure.
COc1ccc(S(=O)(=O)N2CCN(C(=O)/C=C/c3ccco3)CC2)cc1 is listed with bovine MsrA act: -2; Scp-1 inhibitor: 36; CendR NRP1 mod: -29; MsrA inh: -1.2; STEP block: 3; TbMetRS inhib: -0.3; eLon inh: -10; LMPTP block: 3.5; DNMT1 block: 6; SUMO1-SIM PPI: -2
CC1CCCC(NC(=O)c2cccc(S(=O)(=O)N3CCN(c4ccccc4)CC3)c2)C1C (stereo unspecified) is listed with bovine MsrA act: -3; Scp-1 inhibitor: -6; CendR NRP1 mod: -7; MsrA inh: -1.1; STEP block: -1; TbMetRS inhib: -0.2; eLon inh: -7; LMPTP block: 1.2; DNMT1 block: 4; SUMO1-SIM PPI: -3
